Compound activity (PubChem)
Anesthetic bind = candidate novel general anesthetic via apoferritin binding. Potency, µM (series often up to 77.5 µM), for inactives: at the top dose activity change, negative = displacement, actives largely listed as inhibitors. P02791. apoferritin/1-aminoanthracene competitive binding, fluorescence. 350,000 tested, 0.074% active; note: potency is the fitted concentration of half-maximal effect; % is set by controls: 0 for no effect and ±100 for the full control effect; nearly all actives have a fitted effect of over 20% in size
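Read-out: endpoint 1-AMA fluorescence, excitation 380 nm and emission 535 nm, after compounds sit 10 min at room temperature with 10 uM horse-spleen apoferritin in 50% saturated 1-AMA/PBS. Values come from four-parameter Hill fits.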
POLB inh = DNA polymerase beta (human) inhibition. P06746. Pol beta primer extension/strand displacement, fluorescence kinetic. Potency, µM (titrated, usually from 114 µM), inactives show at the highest dose activity change, negative = inhibition, usual class: inhibitors. 340,000 tested, 1.3% active; note: potency is the fitted concentration of half-maximal effect; % is set by controls: 0 for no effect and ±100 for the full control effect
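10 nM enzyme + cpd, 15 min RT; start with substrate 50 nM final; read 0 min and after 10 min RT. Corrected, normalized data; 4-parameter Hill curve fit.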
Pol kappa inh = inhibitors of human DNA polymerase kappa. Q9UBT6. purified Pol kappa, fluorescent DNA synthesis assay, 10 min. Potency, µM (series often up to 107 µM), for the others: at the top dose activity, negative = inhibition, most hits filed as inhibitors. 400,000 tested, 0.53% active. AID 588579; note: potency is the fitted concentration of half-maximal effect; % is set by controls: 0 for no effect and ±100 for the full control effect
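10 nM Pol kappa was preincubated with compounds for 15 min at room temperature. Reaction started with 50 nM (final) substrate. Fluorescence read kinetically at 0 and 10 min.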
Glioma ERSR ind = inducers of ER stress response in human glioma cells; U87-MG GRP78 promoter luciferase reporter, 16 h; Potency, µM, without a hit: at the highest dose activation, most hits filed as activators; 420,000 tested, 0.02% active; note: potency is the fitted concentration of half-maximal effect; series mostly up to about 76 µM; % of control where 0% means no effect; nearly all actives have a fitted effect of over 35% in size
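Stably transfected U87-MG glioma cells carrying a GRP78-based luciferase sensor; 16 h compound incubation. Luminescence end-point read 10 min after Bright-Glo addition at room temperature.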
Pol iota inh = inhibitors of human DNA polymerase iota; Q9UNA4; AID 588590; Potency, µM (top dose mostly 115 µM), without a hit: at the highest dose activity, negative = inhibition, most hits filed as inhibitors; Pol iota fluorescent replication assay, 10 min; 390,000 tested, 1% active; note: potency is the fitted concentration of half-maximal effect
Target sequence (Q9UNA4 whole entry, looked up): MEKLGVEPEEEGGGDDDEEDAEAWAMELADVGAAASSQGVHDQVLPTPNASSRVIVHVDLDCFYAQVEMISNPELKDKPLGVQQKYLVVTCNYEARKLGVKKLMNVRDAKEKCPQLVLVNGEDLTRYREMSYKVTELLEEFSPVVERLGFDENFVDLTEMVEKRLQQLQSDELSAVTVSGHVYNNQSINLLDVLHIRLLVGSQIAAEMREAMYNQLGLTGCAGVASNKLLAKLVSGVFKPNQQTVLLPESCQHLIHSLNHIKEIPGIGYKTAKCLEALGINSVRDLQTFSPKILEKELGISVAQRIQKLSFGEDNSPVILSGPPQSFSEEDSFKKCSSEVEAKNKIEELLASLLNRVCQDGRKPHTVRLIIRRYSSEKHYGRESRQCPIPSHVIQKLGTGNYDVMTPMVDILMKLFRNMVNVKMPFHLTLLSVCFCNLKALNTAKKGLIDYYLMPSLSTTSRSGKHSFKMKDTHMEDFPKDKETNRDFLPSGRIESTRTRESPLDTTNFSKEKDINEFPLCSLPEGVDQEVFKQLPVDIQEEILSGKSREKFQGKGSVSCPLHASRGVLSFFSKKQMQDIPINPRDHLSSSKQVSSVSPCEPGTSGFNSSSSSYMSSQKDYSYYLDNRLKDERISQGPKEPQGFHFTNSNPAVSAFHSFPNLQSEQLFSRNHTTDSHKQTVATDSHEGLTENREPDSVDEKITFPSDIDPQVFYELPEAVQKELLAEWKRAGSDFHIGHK
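Pol iota at 10 nM preincubated 15 min with compounds at room temperature; reaction started with fluorescent substrate, 50 nM final. Fluorescence read kinetically at 0 and 10 min; buffer-only wells as negative control.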
Pol eta inh = inhibitors of human DNA polymerase eta; 390,000 tested, 1.2% active; recombinant Pol eta, fluorescent DNA replication assay; Q9Y253; Potency, µM (titrated, usually from 114 µM), for inactives: at the highest dose activity change, negative = inhibition, actives largely listed as inhibitors; note: potency is the fitted concentration of half-maximal effect; % is set by controls: 0 for no effect and ±100 for the full control effect
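Pol eta at 10 nM preincubated with compounds 15 min at room temperature; reaction started with fluorescent substrate (50 nM final) and read kinetically at 0 and 10 min.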
APEX1 inh = APE1 (human) endonuclease inhibition; P27695; recombinant APE1, TAMRA/BHQ-2 abasic DNA cleavage fluorescence; Potency, µM (doses to about 65.8 µM), for inactives: at the top dose activity change, negative = inhibition, hits mostly inhibitors; 350,000 tested, 0.35% active; AID 2517;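 note: potency is the fitted concentration of half-maximal effect; plate controls were vehicle for no effect and reference inhibitor for full effect; nearly all actives have a fitted effect of over 55% in size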
Target sequence (P27695 whole entry, looked up): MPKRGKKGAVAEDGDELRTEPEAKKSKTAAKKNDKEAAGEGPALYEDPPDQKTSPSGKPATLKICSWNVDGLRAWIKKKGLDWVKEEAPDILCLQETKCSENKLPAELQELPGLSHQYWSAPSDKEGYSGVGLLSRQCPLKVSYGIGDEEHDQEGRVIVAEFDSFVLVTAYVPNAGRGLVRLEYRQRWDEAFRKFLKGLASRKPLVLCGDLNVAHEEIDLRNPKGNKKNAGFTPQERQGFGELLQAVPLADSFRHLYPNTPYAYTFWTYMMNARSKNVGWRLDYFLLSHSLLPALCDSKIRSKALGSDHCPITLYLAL
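Readout is kinetic fluorescence (ex 525, em 598 nm) from cleavage of 50 nM TAMRA/BHQ-2 THF abasic duplex by 0.75 nM APE1, compound added 15 min beforehand at RT.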
LDHA inh = inhibitors of human lactate dehydrogenase A. 480,000 tested, 0.15% active. activity change, % (values are at about 110 or 230 µM). purified LDHA, NADH/diaphorase-resazurin fluorescence; active compounds read low. AID 1347041; in the data active = activity change below about -30%; inconclusive = mostly about -25% to -30%;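 note: plate controls were DMSO wells for no effect and wells without enzyme for full effect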
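LDH5 2 nM; NADH 0.06 mM, pyruvate 0.2 mM; 200 mM Tris pH 7.4, EDTA, Tween-20; 5 min RT. Detection: diaphorase 0.133 mg/mL + resazurin 37 µM, fluorescence ex540/em590 at 0 and 20 min; normalized to enzyme-free and DMSO wells.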
BLM helicase inh = inhibitors of human Bloom syndrome helicase BLM | P54132 | recombinant BLM DNA unwinding, fluorescence dequenching | Potency, µM (titrated, usually from 56.1 µM), without a hit: at the highest dose activity change, negative = inhibition, most hits filed as inhibitors | 350,000 tested, 0.2% active | AID 2528;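 note: potency is the fitted concentration of half-maximal effect; plate controls were vehicle for no effect and no enzyme for full effect; nearly all actives have a fitted effect of over 35% in size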
An asterisk follows results filed as active; u = inconclusive; x = no result given; & = joins results of further samples; [ ] = another dose, or the depositor's remark. Unless noted, calls come from the whole dose curve; as a rule, active = well fitted curve in the direction sought with a large enough effect; inconclusive = small, poorly fitted or top-dose-only effect, or another doubt; inactive = no such curve, though single readings can be large; an effect the other way counts as inactive or inconclusive.

SMILES | Anesthetic bind | POLB inh | Pol kappa inh | Glioma ERSR ind | Pol iota inh | Pol eta inh | APEX1 inh | LDHA inh | BLM helicase inh
CCn1cc(C(=O)NCC2CCCO2)c(=O)c2cc(F)c(N3CCN(C)CC3)cc21 (stereo not given) | -7% | 94% | 1% | -2% | 7% | 2% | 2% | -3 | 1%
O=C(Nc1ccccc1-c1ccccc1)C(=O)Nc1ccccc1-c1ccccc1 | -2% | 0% | x | x | x | x | u | x | -6%
Cc1cccc(Nc2nc(N)nc(CN3CCN(c4ccccc4F)CC3)n2)c1 | x | x | -3% | -1% | -11% | -11% | x | -1 | x
OCCCc1nc2ccccc2n1CCCCOc1ccccc1 | -4%&-9% | 5%&-14% | 8% | -2%&-4% | 51%&15%[activator] | -19%&-18% | -16% | 0&-14 | -1%&1%
O=S1(=O)c2ccccc2OC(COCc2ccccc2)CN1C1CC1 (stereo not given) | x | x | 11% | -4% | 12% | -10% | 10% | 2 | x
Cc1ccc(S(=O)(=O)c2nc(-c3cccs3)oc2SCC(N)=O)cc1 | -15% | -1% | -8% | -2% | u | -9% | -3% | -5 | -4%
CC(=O)C1=C(C)NC(SCC(N)=O)=C(C#N)C1c1ccco1 (stereo not given) | -2% | 11% | -11% | -2% | 49%[activator] | -6% | -4% | -11 | -11%
Cc1cc(C)nc(/N=C(\N)Nc2ccc(OCc3ccccc3)cc2)n1 | u | u | -13% | 7% | 30% | 3% | 2% | -8 | 32%[activator]
O=C(CCCC(=O)c1ccc(O)cc1)c1ccc(O)cc1 | x | x | 19% | -6% | -14% | -11% | -3% | 1 | x
Cn1c(CCN2CCCCC2)nc2cc([N+](=O)[O-])ccc21 | -13% | 0% | -4% | -6% | u | -5% | 1% | -4 | 55%[activator]
CCCCNCC(O)(c1ccc(Cl)cc1)c1ccc(Cl)cc1 | -9% | u | -16% | -5% | -11% | -13% | 1% | -5 | -4%
Cc1ccc(Cn2c(SCc3ccc(C(=O)NC4CCCCC4)cc3)nc3ccncc32)cc1 | -8% | -4% | -4% | -2% | -23% | -10% | x | -5 | -3%
CCN(CC)S(=O)(=O)c1ccc(C2=NOC3(C2)N(C)c2ccccc2C3(C)C)cc1 (stereo not given) | -11% | 18% | -11% | -5% | 58%[activator] | -24% | -3% | -3 | -9%
CCC1CCCCN1C(=O)CSc1nc(N)cc(=O)[nH]1 (stereo not given) | -9% | 27% | -5% | 16% | 107%[activator] | 2% | 17% | -10 | -5%
CCCOc1ccc(OCC(=O)c2[nH]c(C)c(C(C)=O)c2C)cc1 | u | 73% | -10% | 0% | -5% | -5% | -5% | 0 | -2%
CCn1cc(CN2CCC(n3nccc3NC(=O)CCCc3ccccc3)CC2)cn1 | -4% | 24% | -12% | 2% | 36%[activator] | -18% | 7% | -3 | -2%
O=C(N/N=C/c1ccccc1)c1cc[n+]([O-])cc1 | 7% | 1% | 1% | -5% | 51%[activator] | -9% | 12% | 1 | -2%
Cc1ccc(NC(=O)CCCn2nc(C)c3c(C)n(-c4ccccc4)nc3c2=O)cc1Cl | -12% | -1% | 2% | -3% | -17% | -6% | x | 3 | 2%
CCN(C(=O)C(C)N1C(=O)/C(=C/c2cccs2)SC1=S)C1CCS(=O)(=O)C1 (stereo not given) | -4% | 18% | -7% | -6% | 6% | -18% | 23% | 0 | -5%
CCCCN(C)C(=O)c1nc2ccccn2c1CNCCCn1nnc2ccccc21 | -14% | 31% | 0% | -3% | 10% | -8% | 8% | -1 | -2%
COC(=O)C1=C(C)N(Cc2ccco2)C(=O)/C1=C\c1ccc([N+](=O)[O-])cc1 | -18% | 10% | -11% | u | u | -15% | -5% | 1 | -10%
O=C(CCc1ccccc1)NN1C(=O)C2C3C=CC(C3)C2C1=O (stereo not given) | -2% | 10% | 2% | -1% | 25% | 0% | 13% | -11 | 0%
Cc1ccc(NC(=O)C2CCCN2S(=O)(=O)c2cccc3cccnc23)cc1 (stereo not given) | -3% | -14% | -20% | -1% | 13% | -13% | x | -11 | -2%
CC/C=C\C[C@H]1C(=O)CC[C@@H]1CC(=O)O | x | x | -9%[19.4 µM] | -5% | x | x | -7% | x | 0%
CSc1nc(Nc2ccc(F)cc2)cc(-c2ccccc2)n1 | 471%[activator] | 0% | -16% | 1% | 3% | u | x | 2 | -14%
O=C(CCC1CCCC1)Nc1ccon1 | u | 43% | -7% | -6% | 24% | -4% | 19% | -3 | -2%
CS(=O)(=O)N1CCC(C(=O)NNC(=O)Nc2ccc(F)c(Cl)c2)CC1 | -1% | -1% | -16% | -4% | 1% | -11% | 23% | -10 | 0%
Cc1ccc(C(=O)Nc2ccc(NC(=O)c3ccco3)c(C)c2)cc1 | -2% | 3% | -5% | 5% | 56%[activator] | 6% | -2% | -10 | 0%
Cc1c(C=C(C#N)c2ccc([N+](=O)[O-])cc2)c(=O)n(-c2ccccc2)n1C | x | x | 1% | -2% | 28% | -15% | x | -5 | x
O=C(O)/C(=C\c1cccs1)c1ccccc1 | -5% | -16% | -8% | 0% | -2% | -2% | 0% | -4 | -4%

4 of the compounds above, with tabs.
compound	Anesthetic bind	POLB inh	Pol kappa inh	Glioma ERSR ind	Pol iota inh	Pol eta inh	APEX1 inh	LDHA inh	BLM helicase inh
CCn1cc(CN2CCC(n3nccc3NC(=O)CCCc3ccccc3)CC2)cn1	-4%	24%	-12%	2%	36%[activator]	-18%	7%	-3	-2%
O=C(CCC1CCCC1)Nc1ccon1	u	43%	-7%	-6%	24%	-4%	19%	-3	-2%
O=C(O)/C(=C\c1cccs1)c1ccccc1	-5%	-16%	-8%	0%	-2%	-2%	0%	-4	-4%
CCCCN(C)C(=O)c1nc2ccccn2c1CNCCCn1nnc2ccccc21	-14%	31%	0%	-3%	10%	-8%	8%	-1	-2%

Next structures
SMILES | Anesthetic bind | POLB inh | Pol kappa inh | Glioma ERSR ind | Pol iota inh | Pol eta inh | APEX1 inh | LDHA inh | BLM helicase inh
O=C(Nc1ccc(C(=O)O)cc1)/C(=C\C=C\c1ccccc1)NC(=O)c1ccc(Br)cc1 | -19% | -7% | -7% | -2% | 27% | u | 13% | -8 | -11%
COc1ccc(-c2nn(CCC(=O)O)cc2/C=C2\SC(N)=NC2=O)cc1 | 8% | 9% | 79µM* | -5% | -18% | 5.6µM* | 16% | -3 | 5%
COc1ccc(C2C(C(=O)Nc3cccc(OC)c3)c3ccccc3C(=O)N2C)cc1 (stereo not given) | -13% | 0% | -1% | -1% | 155%[activator] | -12% | -3% | -7 | -5%
O=C1CC(N2CCN(Cc3ccc4c(c3)OCO4)CC2)C(=O)N1CCc1ccccc1 (stereo not given) | -14% | -1% | -4% | 6% | 17% | -10% | 0% | 2 | 3%
NC(=O)CSc1nnc2n(-c3ccccc3)c(=O)c3c4c(sc3n12)CCCCC4 | -14% | -7% | 0% | -14% | 7% | -8% | -1% | -6 | 2%
CSc1ccc(/C=N/N2CCN(Cc3ccccc3Cl)CC2)cc1 | -6% | 7% | -7% | -2% | 102%[activator] | -22% | 3% | -6 | -3%
O=C1c2ccccc2C2NC(=O)C3(CCCCC3)N12 (stereo not given) | -15% | 8% | 5% | -3% | -16% | -7% | -3% | 2 | -1%
NC(=O)CSc1nnc(Cc2cccs2)n1C1CCCCC1 | -3% | 5% | -2% | -2% | 27% | -20% | -1% | -6 | 0%
Cc1nn(C(=O)CCC(=O)NCc2cccc(F)c2)c2ccccc12 | -7% | -14% | 5% | 5% | -6% | -6% | 11% | -2 | -1%
COc1ccc(CCNC(=O)c2cc3c(=O)n4cccc(C)c4nc3s2)cc1OC | -6% | 33% | 3% | -3% | -9% | -19% | 30% | -4 | -4%
COc1ccc(OC)c(NC(=O)c2cc(=O)c3c(C)cc(C)cc3o2)c1 | 0% | u | 0% | -3% | 17% | -18% | x | -11 | 6%
CC(=O)O[C@H]1C2OC(=O)C(C)=C2[C@@H]2OC(=O)[C@]3(CCC4OC41C)OC23 (stereo not given in full) | -2% | 2% | -1% | 2% | -20% | 19% | 1% | -5 | 3%
Cc1ccsc1C(=O)OCC(=O)NCC1CCCO1 (stereo not given) | -14% | -1% | -20% | 5% | -23% | 4% | 11% | -5 | 0%
O=C(Nc1cccc(C(=O)Nc2ccc(Cl)cn2)c1)c1ccccc1 | u | 1% | -19% | -2% | -21% | -9% | 46% | -13 | -6%
Clc1cccc(Cl)c1Cn1cnc2c(N3CCCCCC3)ncnc21 | -14% | u | -6%[60.1 µM] | -5% | 20% | -13% | 3% | 1 | -9%
CSC1=NC(C)(C)C=C(/C=C/c2ccc(Cl)cc2Cl)N1 | u | u | -6% | u | 24% | -22% | -2% | 12 | -3%
Cc1ccc([C@@H]2[C@@H]3C(=O)N(c4ccccc4)C(=O)[C@@H]3[C@]3(Cc4ccccc4)C(=O)N(CC4CC4)CC(=O)N23)o1 | -8% | 7% | -6% | -4% | 43%[activator] | -19% | -1% | -1 | 3%
COc1ccc(S(=O)(=O)N2CCOCC2)cc1NC(=O)COc1ccc(C(C)=O)cc1OC | x | x | -10% | 4% | 15% | -4% | -7% | -14 | x
CCOc1cc(CNCCCN2CCOCC2)ccc1OCC(=O)Nc1cccc2ccccc12 | -3% | 14% | -12% | -3% | -2% | 1% | 2% | 4 | -1%
CCCCC(=O)NC(c1ccc(OC)c(OC)c1)c1c(O)ccc2ccccc12 (stereo not given) | -5% | 1% | -10% | -2% | 11% | -6% | -7% | 15 | -10%
O=C(NCc1ccco1)c1ccccc1NS(=O)(=O)c1cccs1 | -3% | -11% | -13% | -3% | 14% | -11% | -4% | -7 | -3%
CC(C)NC(=O)C1COc2ccccc2O1 (stereo not given) | -12% | -10% | 7% | 1% | 43%[activator] | -19% | 1% | -2 | 0%
CCN(CC)S(=O)(=O)c1ccc2c(c1)nc(-c1ccccn1)n2C | 0% | 21% | 2% | 1% | 24% | -10% | -2% | -6 | 0%

Only part of the results is shown, so the mix of outcomes need not match the whole.
